# Screening results from PubChem BioAssay.
# OXTR ag: human OXTR agonists, primary screen, fluorescence, CHO-OTR cells, Fluo-8 calcium; 320,000 tested, 0.32% active; Oxytocin receptor (Homo sapiens), P30559; Fluo-8 calcium fluorescence; normalized: DMSO 0%, oxytocin 100%; activation, % at 3 µM;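 active = activation above the mean of all tested compounds plus 3 SD, cutoff set per screening run, cut at about 20% in these data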;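 also: peak over basal fluorescence ratio from a 100 s FLIPR kinetic read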
# Target sequence (P30559 whole entry, looked up): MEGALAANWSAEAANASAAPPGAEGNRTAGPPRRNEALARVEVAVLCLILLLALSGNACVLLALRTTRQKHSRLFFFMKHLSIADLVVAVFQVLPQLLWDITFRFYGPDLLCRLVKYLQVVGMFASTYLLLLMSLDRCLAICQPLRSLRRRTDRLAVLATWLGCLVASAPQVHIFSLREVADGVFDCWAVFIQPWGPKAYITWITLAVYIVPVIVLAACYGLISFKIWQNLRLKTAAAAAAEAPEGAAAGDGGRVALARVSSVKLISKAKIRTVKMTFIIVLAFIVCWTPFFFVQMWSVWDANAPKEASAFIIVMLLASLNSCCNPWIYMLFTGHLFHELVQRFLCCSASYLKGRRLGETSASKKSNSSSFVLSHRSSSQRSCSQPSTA
# V1R ag counter: agonists of human V1a receptor, primary screen, counter-screen for OXTR agonist project, fluorescence, CHO-V1R cells. Vasopressin V1a receptor (Homo sapiens), P37288. Fluo-8 calcium fluorescence, agonist mode; 0% DMSO, 100% 3 nM vasopressin. activation, % at 3 µM. 320,000 tested, 0.25% active. AID 2797, 2010;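 active = activation above the mean activation of all tested compounds plus 3 SD, per screening run, cut at about 20% in these data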;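 also: signal is peak over basal fluorescence ratio across a 100 second FLIPR read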
# CHO-K1 Ca ag: counter-screen for M1 agonists: effect in parental CHO-K1 cells; activation, % at 3 µM; 360,000 tested, 0.48% active; Fluo-8 calcium fluorescence; scaled to maximal ATP response, vehicle zero; in the data active = activation above about 15%;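 also: untransfected CHO-K1 host cells lacking M1 receptor as counterscreen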
# GPR7 antag: GPR7 receptor antagonists, primary screen, cell-based, fluorescence, single concentration. AID 1861, 2009. GPR7-expressing cells, fluorescence antagonist assay. 290,000 tested, 1.1% active. Neuropeptides B/W receptor type 1 (Homo sapiens), P48145. inhibition, % at 4.4 µM; in the data active = inhibition above about 16%, passing the limit was not always enough;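 also: cells stimulated with the agonist NPW; 0% = agonist with vehicle and 100% = vehicle without agonist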
# Target sequence (P48145 whole entry, looked up): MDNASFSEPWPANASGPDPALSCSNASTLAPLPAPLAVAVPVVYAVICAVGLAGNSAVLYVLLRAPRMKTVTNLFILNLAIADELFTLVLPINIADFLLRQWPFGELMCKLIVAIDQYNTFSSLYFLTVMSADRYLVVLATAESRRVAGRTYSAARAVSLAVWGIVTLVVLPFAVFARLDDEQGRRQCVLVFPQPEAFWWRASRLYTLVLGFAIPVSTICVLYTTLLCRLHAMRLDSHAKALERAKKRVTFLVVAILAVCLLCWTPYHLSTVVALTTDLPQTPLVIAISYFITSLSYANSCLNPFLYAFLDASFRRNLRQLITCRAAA
# OXTR potentiate: human OXTR potentiators, primary screen, fluorescence, CHO-OTR cells, Fluo-8 calcium | Oxytocin receptor (Homo sapiens), P30559 | Fluo-8 calcium fluorescence, potentiator mode; 0% = oxytocin EC15, 100% = EC100 | activation, % at 3 µM | 320,000 tested, 0.061% active | AID 2445, 2010;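 active = activation above that plate's cutoff, the mean activation of tested compounds plus 3 SD, cut at about 6.6% in these data, passing the limit was not always enough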;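 also: 100% uses oxytocin at 75 nM as the full agonist control; some results filed as inactive read as strong as hits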
#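 test system = CHO-OTR cells, human receptor | compound = single-point 3.0 µM | schedule = 6 min compound pre-incubation at room temperature, 100 s kinetic read | signal = Fluo-8 no-wash calcium dye fluorescence, excitation 470-495 nm, emission 515-575 nm | repeats = single well per compound, singlicate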
# CHO-K1 Ca antag: nonselective inhibitor or artifact in parental CHO-K1 cells | ATP-induced calcium, Fluo-8 fluorescence | inhibition, % at 3 µM | 360,000 tested, 0.6% active;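 active = inhibition above a per-plate cutoff, the plate's mean sample inhibition plus 3 SD, cut at about 24% in these data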;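 also: 0% = DMSO plus EC80 ATP and 100% = DMSO alone without ATP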
# M1 PAM parental: nonselective calcium activators in parental CHO-K1 cells, primary screen, counter-screen for M1 PAM project, cell-based, Fluo-8 calcium fluorescence, full deck, 1536-well | ATP EC20; 0% at ATP EC20, 100% at ATP max | activation, % at 3 µM | 360,000 tested, 0.02% active | AID 602247, 2012;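 active = activation above the run cutoff, the mean activation of all test compounds plus 3 SD, cut at about 40% in these data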;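 also: peak over basal fluorescence ratio in a 140 s read after ATP addition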
# TAAR1 antag: human TAAR1 antagonists, primary screen, Fluo-8 calcium fluorescence, CHO RD-HGA16 cells | Trace amine-associated receptor 1 (Homo sapiens), Q96RJ0 | inhibition, % at 3 µM | antagonist | 360,000 tested, 1.5% active | AID 624466, 2012;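 active = inhibition above a per-plate cutoff, the mean inhibition of test compounds on that plate plus 3 SD, cut at about 49% in these data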;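 also: 0% = DMSO plus EC80 beta-PEA response and 100% = DMSO alone without agonist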
# Target sequence (Q96RJ0 whole entry, looked up): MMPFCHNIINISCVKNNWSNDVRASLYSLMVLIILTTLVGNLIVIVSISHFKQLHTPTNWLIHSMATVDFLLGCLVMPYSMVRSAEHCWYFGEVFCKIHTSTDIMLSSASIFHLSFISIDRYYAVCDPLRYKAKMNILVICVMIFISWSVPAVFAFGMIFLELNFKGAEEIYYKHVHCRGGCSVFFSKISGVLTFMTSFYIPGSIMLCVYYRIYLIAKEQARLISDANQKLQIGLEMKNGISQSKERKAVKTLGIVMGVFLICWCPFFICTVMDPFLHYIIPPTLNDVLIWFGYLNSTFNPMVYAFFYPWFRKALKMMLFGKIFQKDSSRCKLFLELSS
#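 Material: RD-HGA16 CHO cells with stable hTAAR1 and Gα16; Dosing: single nominal final test compound concentration of 3 µM; Schedule: seeding 17-24 h prior, 75-min 37 °C, 30-min RT dye loading; Detection: kinetic Fluo-8 calcium fluorescence measurement; Measure: % inhibition from peak post-agonist over basal fluorescence ratio; Benchmarks: vehicle and agonist controls.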
# CHO parental Ca: ATP-evoked calcium signal inhibitors, parental CHO, primary screen, counter-screen for OX1R antagonist project, cell-based, fluorescence, Fluo-8 calcium dye; inhibition, % at 5.6 µM; parental CHO-K1, ATP-induced calcium, Fluo-8 fluorescence; 330,000 tested, 0.63% active;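 active = inhibition above that plate's mean sample inhibition plus 3 SD, cut at about 26% in these data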;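 also: 0% = ATP-challenged DMSO wells and 100% = DMSO wells without ATP; some compounds past the cut are filed as inactive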
#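 Test system: untransfected parental CHO cell line; also added: ATP stimulus; dosing: 5.6 µM, single dose; signal: calcium-sensitive Fluo-8 fluorescence; measure: percent inhibition of ATP-evoked calcium rise, normalized to controls; benchmarks: low control ATP plus DMSO, high control DMSO only; replication: one well per compound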
# An asterisk follows results filed as active; x = not tested or not shown.
1. COc1ccc2c(C)cc(SC3CCOC3=O)nc2c1 (stereo not drawn)
2. CCc1nc(N2CCN(Cc3ccc4c(c3)OCO4)CC2)c2oc3ccccc3c2n1
3. COC(=O)CCC(=O)Nc1cccc(Cl)c1
4. Cc1ccc(S(=O)(=O)NCC(=O)N2CCc3ccccc3C2)cc1
5. O=C(Nc1ccc(N2CCOCC2)c(Cl)c1)c1ccco1
6. N#C/C(=C/c1cccn1-c1cccc(C(=O)O)c1)c1ccc(Cl)cc1

assay / entry	1	2	3	4	5	6
OXTR ag	-1.4	-0.3	1.5	-0.9	-0.4	-0.7
V1R ag counter	0.2	-1.1	1.0	3.7	0.6	-0.8
CHO-K1 Ca ag	0.2	1.1	0.6	1.9	4.5	-0.4
GPR7 antag	-5	-6	-2	-7	-7	-15
OXTR potentiate	-3	1	-6	-3	-8	-17
CHO-K1 Ca antag	1	-8	-3	-7	-17	7
M1 PAM parental	0	19	12	12	18	-21
TAAR1 antag	1	20	-20	-14	28	-10
CHO parental Ca	-1	-39	-10	-11	-5	-9

7. Cc1cccc(CSCc2nnc(N)s2)c1
8. O=C(NNC(=S)NCC1CCCO1)c1cc(Br)ccc1Cl (stereo not drawn)
9. CCN(CC)C(=O)C1=C(C)N(CCCOC)C(=O)C(CC(=O)NCCCN(C)C)C1 (stereo not drawn)
10. O=C(c1ccc(OC2CCN(C(=O)C3CC3)CC2)cc1)N(CCO)Cc1ccccc1
11. O=C(CCc1nc2ccccc2c(=O)[nH]1)Nc1cc(Cl)ccc1N1CCCCC1
12. CCC(=O)Nc1ccc(N2CCN(C(=O)c3cccs3)CC2)cc1

assay / entry	7	8	9	10	11	12
OXTR ag	0.8	1.9	x	0.3	-2.6	0.5
V1R ag counter	0.7	1.3	x	1.1	-0.7	1.4
CHO-K1 Ca ag	0.1	1.1	0.1	3.8	-0.8	-0.2
GPR7 antag	-5	-11	x	-5	x	-19
OXTR potentiate	-4	-4	x	-4	-6	2
CHO-K1 Ca antag	-5	-7	11	-7	-4	7
M1 PAM parental	4	-4	-3	15	-10	9
TAAR1 antag	-9	-16	9	-12	2	0
CHO parental Ca	-13	-13	x	-12	-41	-3

13. O=C(CN(Cc1ccc2c(c1)OCO2)C(=O)c1cnsn1)NC1CCCC1
14. CCOC(=O)N1CCc2c(sc(NC(=O)CN3CCN(C)CC3)c2C(=O)Nc2ccccc2)C1
15. O=C(N/N=C/c1ccccc1OCc1ccccc1)c1cccnc1
16. O=C(CN1CCN(C(c2ccccc2)c2ccccc2)CC1)NCc1ccccc1
17. O=C(CCC1CCCC1)N1CCN(C(=O)c2cccnc2)CC1
18. O=C(NN=C1CCCCCCCCCCC1)c1cccc(S(=O)(=O)N2CCOCC2)c1

assay / entry	13	14	15	16	17	18
OXTR ag	0.0	-0.2	-1.9	-2.5	-0.2	-1.1
V1R ag counter	-0.2	1.7	0.8	-1.1	-0.6	0.3
CHO-K1 Ca ag	0.1	0.7	2.2	-0.5	-0.4	0.8
GPR7 antag	1	-7	-10	14	-2	5
OXTR potentiate	-2	0	1	2	-7	2
CHO-K1 Ca antag	8	-3	-3	2	1	-1
M1 PAM parental	-5	7	16	-5	1	8
TAAR1 antag	-5	2	7	8	-4	2
CHO parental Ca	-20	-13	-9	-13	1	-12

19. C=C(C)n1c(=O)n(Cc2ccc(C)cc2)c2ccccc21
20. C[C@H](CO)N1C[C@H](C)[C@@H](CN(C)C(=O)OCc2ccccc2)OCc2cn(nn2)CCCC1=O
21. Cc1ccc(SCc2cc(=O)[nH]c(N3CCCCC3)n2)cc1
22. C#CCOCCOCCOCCNc1nc(N2CCN(C(=O)CCCCCCCCCCNC(=O)[C@H](CO)n3cc(CCCCCN)nn3)CC2)nc(N2CCN(C(=O)CCCCCCCCCCNC(=O)[C@H](CCCN=C(N)N)n3cc(C[C@@H](C)CC)nn3)CC2)n1
23. CC(C)CNC(=O)c1ccccc1NC(=O)CN(c1ccccc1)S(=O)(=O)N(C)C
24. CCCCC1(CC(=O)OCC)C(=O)N(c2ccccc2)N(c2ccccc2)C1=O

assay / entry	19	20	21	22	23	24
OXTR ag	-1.3	x	-1.1	-0.9	-1.7	-2.8
V1R ag counter	-1.2	x	-1.4	0.4	-0.4	-0.1
CHO-K1 Ca ag	1.4	-0.3	-0.5	x	2.5	0.1
GPR7 antag	-15	x	26*	x	-10	-18
OXTR potentiate	2	x	1	-15	-1	2
CHO-K1 Ca antag	-6	-7	23	x	14	-13
M1 PAM parental	15	1	-8	x	-8	18
TAAR1 antag	-18	-14	-9	x	16	13
CHO parental Ca	-20	x	-6	6	-21	-31

25. O=C(CN1C(=O)C2CC=CCC2C1=O)NC1=NCCS1 (stereo not drawn)
26. O=C(CSc1ccc2nnc(CCNC(=O)c3ccccc3)n2n1)NCCc1ccccc1
27. CC(=O)Nc1cc(C(F)(F)F)ccc1OCCOc1ccccc1
28. COc1cccc(-c2ccc3c(c2)N(Cc2ccc(F)cc2)C(=O)C(C)S3)c1 (stereo not drawn)
29. O=C(O)c1ccc(Nc2nc(-c3ccccc3)c3ccccc3n2)cc1
30. CN(C)c1ccc(CNC(=O)C2CCN(S(=O)(=O)c3ccc4c(c3)CCCC(=O)N4)CC2)cc1

assay / entry	25	26	27	28	29	30
OXTR ag	0.2	-0.7	-1.2	x	-0.1	-0.6
V1R ag counter	1.5	0.0	0.7	x	-1.0	1.3
CHO-K1 Ca ag	0.4	0.1	0.8	0.3	0.3	8.4
GPR7 antag	-7	-3	-9	x	-4	-2
OXTR potentiate	-8	-13	1	x	2	-4
CHO-K1 Ca antag	-10	-8	1	1	-15	2
M1 PAM parental	23	-2	7	4	2	-1
TAAR1 antag	-15	-22	1	-9	-13	-2
CHO parental Ca	0	-10	-10	x	5	-1

31. O=C(O)CCC(=O)OCCc1cc2ccccc2c(=O)o1
32. NS(=O)(=O)c1ccc(N/N=C/C=C/c2ccccc2[N+](=O)[O-])cc1
33. O=C(O)c1c2c(nc3ccc(S(=O)(=O)N4CCC(C(=O)NC5CCCC5)CC4)cc13)CCCCC2
34. COc1ccccc1OC(C)C(=O)O (stereo not drawn)
35. CC(=O)c1cccc(-c2ccnc3c2CC(C(=O)Nc2ccc4c(c2)OCO4)O3)c1 (stereo not drawn)
36. O=C(CCCN1C(=O)/C(=C/c2ccccc2)SC1=S)Nc1ccc(C(=O)O)c(O)c1

assay / entry	31	32	33	34	35	36
OXTR ag	1.5	7.2	0.5	1.4	x	-0.8
V1R ag counter	1.1	5.3	0.6	1.0	x	0.0
CHO-K1 Ca ag	-0.2	1.0	-0.1	1.1	4.7	-0.1
GPR7 antag	x	-5	-6	14	x	-13
OXTR potentiate	-9	-6	-2	3	x	-6
CHO-K1 Ca antag	5	-3	8	-20	-2	-2
M1 PAM parental	-9	-24	5	21	11	20
TAAR1 antag	4	29	-7	18	11	-13
CHO parental Ca	4	11	-2	-2	x	-11

37. CCN(C(=O)Cc1c(C(=O)O)n(C)c2ccccc12)c1cccc(C)c1
38. COc1ccc(C(CNC(=O)c2oc3c(Cl)cccc3c2C)N2CCCC2)cc1 (stereo not drawn)
39. CNS(=O)(=O)c1ccc2ccccc2c1
40. CC(CCc1ccccc1)NC(=O)C(C)OC(=O)c1ccco1 (stereo not drawn)
41. O=c1c2ccccc2[nH]c(=S)n1Cc1cccs1
42. Cc1cc(C)c(C(N)=O)c(SCC(=O)c2cc(C)n(-c3cc(C)on3)c2C)n1

assay / entry	37	38	39	40	41	42
OXTR ag	0.1	-0.6	1.3	-0.7	0.3	8.0
V1R ag counter	0.6	0.5	-0.8	-0.4	0.6	6.6
CHO-K1 Ca ag	-0.1	6.3	0.8	0.3	2.0	0.9
GPR7 antag	-9	x	17	x	-2	x
OXTR potentiate	2	-10	-4	9	-8	-10
CHO-K1 Ca antag	9	-5	-10	11	-2	-4
M1 PAM parental	-14	7	-2	-4	18	3
TAAR1 antag	-4	-15	-31	-20	17	-4
CHO parental Ca	-9	-28	-11	-25	-12	31*

43. Cc1cc(C)c2c(CN3CCC(C)CC3)cc(=O)oc2c1C
44. COc1cc2c(cc1OC)C1CC(=O)C(CC(C)C)CN1CC2 (stereo not drawn)
45. CCc1nnc(NC(=O)CSc2ccc(-c3ccc(-n4cccn4)cc3)nn2)s1
46. CC(C)(Oc1ccc(Cl)cc1)C(=O)Nc1ccc2oc(=O)ccc2c1
47. O=C(NCCCN1CCOCC1)c1ccc([N+](=O)[O-])cc1[N+](=O)[O-]
48. COCCN(C(=O)COC(=O)C1CCC(C(C)(C)C)CC1)c1c(N)n(Cc2ccccc2)c(=O)[nH]c1=O (stereo not drawn)

assay / entry	43	44	45	46	47	48
OXTR ag	-1.9	0.1	-0.8	-0.5	0.8	0.1
V1R ag counter	-0.9	-0.7	-1.2	5.1	0.2	1.2
CHO-K1 Ca ag	0.1	0.8	-0.4	0.3	-0.2	0.7
GPR7 antag	-10	-9	x	-25	-22	x
OXTR potentiate	-8	0	-9	-5	-1	2
CHO-K1 Ca antag	-16	-9	6	-5	6	-11
M1 PAM parental	13	-6	-3	-8	-5	12
TAAR1 antag	10	-16	-1	4	10	-24
CHO parental Ca	-8	-9	0	-3	-12	-23

# Entries listed above that bear a hit mark in GPR7 antag:
nr	canonical_smiles	GPR7 antag	OXTR potentiate
21	Cc1ccc(SCc2cc(=O)[nH]c(N3CCCCC3)n2)cc1	26*	1

# (next part)
49. O=C(NCC(=O)N1CCN(C(=O)c2ccco2)CC1)c1ccc(Br)cc1
50. CCN1CCN(c2ccc(S(=O)(=O)N3CCOCC3)cc2NC(=O)c2ccc(F)cc2Cl)CC1
51. CC1CCC(C(C)C)C(OC(=O)C[n+]2cccc(C(N)=O)c2)C1 (stereo not drawn)
52. Cc1ccc(S(=O)(=O)N[C@@H](CC(C)C)C(=O)NCc2ccco2)cc1
53. CC(N=Cc1cc([N+](=O)[O-])ccc1O)c1ccccc1 (stereo not drawn)

assay / entry	49	50	51	52	53
OXTR ag	-0.5	1.2	-0.6	-1.8	1.7
V1R ag counter	0.3	1.2	0.7	0.2	3.5
CHO-K1 Ca ag	0.8	0.2	-0.6	13	1.0
GPR7 antag	-10	x	-5	5	-15
OXTR potentiate	-7	-7	-15	6	-8
CHO-K1 Ca antag	4	4	-1	-1	-4
M1 PAM parental	6	-7	12	3	14
TAAR1 antag	-12	-7	-16	12	-9
CHO parental Ca	8	-28	-12	11	-14
